Source: PubChem BioAssay
ASAP1 inh – blocks human ASAP1-stimulated Arf1 GTP hydrolysis | Q9ULH1 | GDP FP detection | inhibition, % at 16.5 µM | 360,000 tested, 0.19% active; in the data active = inhibition above about 25%;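 note: 0% = vehicle with enzyme and substrate and 100% = no enzyme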
KLK7 zymogen act – proKLK7 (human) activation, primary screen; AID 652039; purified proKLK7, EDANS-DABCYL substrate fluorescence; 100% is mature enzyme control, 0% vehicle; activation, % at 7 µM; 370,000 tested, 0.9% active;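 active = activation above the mean of all tested compounds plus 3 SD, computed per campaign excluding outliers beyond control limits, cut at about 13% in these data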
NPR2 activator – GC-B (human) receptor activation; AID 1920062; P20594; HEK293-GC-B cells, CNP EC30, cGMP TR-FRET; 0% at EC30 CNP, 100% saturating CNP; 370,000 tested, 0.11% active; activation, % at 10 µM;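 active = activation at 10 µM reaching about 35% in either raw or pattern-adjusted values, limit read from the data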
sPLA2-III inh – Blocks human group III sPLA2 activity; Q9NZ20; QFRET BODIPY PC-A2 liposome hydrolysis, fluorescence; inhibition, % at 12.2 µM; 370,000 tested, 0.56% active;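 active = inhibition above mean plus 3 SD of compounds lying within the high and low control bounds, cut at about 19% in these data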;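 note: 0% = median of test compound wells and 100% = no enzyme DMSO wells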
ARFGAP1 inhibitor – inhibits rat ARF GTPase activating protein 1 | inhibition, % at 16.5 µM | 360,000 tested, 0.26% active | Arfgap1-stimulated ARF1 GTP hydrolysis, GDP FP detection | Q62848;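 active = inhibition above a per-plate limit, mean inhibition of low control wells plus 3 SD, cut at about 25% in these data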;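 note: 0% = DMSO wells with enzyme and 100% = wells lacking Arfgap1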
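Material: rat Arfgap1 GAP domain (His6, aa 1-136), purified enzyme. Also added: human ARF1(Δ1-17)-GTP substrate. Compound dosing: 16.5 µM single point, 1.26% DMSO. Timing: enzyme reaction 120 min at 25 °C after 20 min preincubation. Signal: GDP detection by fluorescence polarization. Read-out basis: percent inhibition of GAP-stimulated GDP formation, scaled between DMSO and no-Arfgap1 medians.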
Tn6 DDE FP – disrupts Tn6 cyclic peptide binding to fibrin D-Dimer-E complex | P02675 | Fibrin DD(E) TRITC-Tn6 fluorescence polarization displacement | inhibition, % at 8.3 µM | 370,000 tested, 0.21% active;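 active = inhibition above a per-campaign cutoff: mean of compounds within control limits plus 3 SD, cut at about 15% in these data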;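 note: 0% = median of all compound wells on the plate and 100% = blocking peptide control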
ADAM10 inh – ADAM10 inhibition, QFRET primary screen; 370,000 tested, 0.62% active; O14672; AID 720582; inhibition, % at 7 µM; recombinant ADAM10, EDANS/DABCYL FRET peptide cleavage, 3 h;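 active = inhibition above a per-campaign cutoff equal to the mean of compounds falling between control-based bounds plus 3 SD, cut at about 20% in these data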;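 note: 0% = DMSO wells while the 100% control is not disclosed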
GC-A act – GC-A (human) enzyme activation | 370,000 tested, 0.14% active | HEK293 GC-A cells, cGMP TR-FRET, EC30 ANP; 0% at EC30 ANP, 100% saturating ANP | P16066 | activation, % at 10 µM | AID 1671463; in the data active = activation above about 40%
Target sequence (P16066 whole entry, looked up): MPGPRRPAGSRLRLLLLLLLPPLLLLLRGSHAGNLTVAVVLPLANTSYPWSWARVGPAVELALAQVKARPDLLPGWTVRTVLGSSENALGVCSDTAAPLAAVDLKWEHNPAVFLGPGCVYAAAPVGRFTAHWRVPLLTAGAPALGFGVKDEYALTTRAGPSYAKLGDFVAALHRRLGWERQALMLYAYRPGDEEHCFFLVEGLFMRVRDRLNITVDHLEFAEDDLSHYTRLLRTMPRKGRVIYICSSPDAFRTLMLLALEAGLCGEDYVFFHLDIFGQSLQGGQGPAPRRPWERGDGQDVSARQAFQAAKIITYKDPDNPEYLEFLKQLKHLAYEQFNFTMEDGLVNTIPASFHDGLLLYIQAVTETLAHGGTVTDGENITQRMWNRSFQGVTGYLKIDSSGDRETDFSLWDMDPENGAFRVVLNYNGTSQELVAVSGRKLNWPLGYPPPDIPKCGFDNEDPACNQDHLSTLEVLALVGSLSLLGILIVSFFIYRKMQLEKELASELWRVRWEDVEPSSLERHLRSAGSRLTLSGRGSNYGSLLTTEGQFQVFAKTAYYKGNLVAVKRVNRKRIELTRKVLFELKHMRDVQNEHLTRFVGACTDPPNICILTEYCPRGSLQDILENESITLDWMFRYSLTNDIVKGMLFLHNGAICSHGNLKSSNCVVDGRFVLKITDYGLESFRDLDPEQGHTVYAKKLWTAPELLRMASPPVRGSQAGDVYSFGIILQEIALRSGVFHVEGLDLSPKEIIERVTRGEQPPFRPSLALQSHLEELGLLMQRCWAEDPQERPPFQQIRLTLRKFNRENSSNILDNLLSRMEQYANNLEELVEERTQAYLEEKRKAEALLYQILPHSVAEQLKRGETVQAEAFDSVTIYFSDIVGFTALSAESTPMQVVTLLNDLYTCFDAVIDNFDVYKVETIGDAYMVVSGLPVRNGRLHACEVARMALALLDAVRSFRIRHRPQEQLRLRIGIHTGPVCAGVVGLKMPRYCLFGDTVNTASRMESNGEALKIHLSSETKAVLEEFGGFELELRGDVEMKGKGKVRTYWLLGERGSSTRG
GAA850 FXN act – activators of GAA850 frataxin (FXN) promoter | HEK293 lucGAA850 FXN promoter luciferase reporter, 24 h; percent of 10 µM SAHA response | activation, % at 6 µM | 360,000 tested, 0.56% active | AID 540364;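 active = activation above the average of all compounds screened plus 3 SD, cutoff fixed separately per campaign, cut at about 7.5% in these data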;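 note: 0% = DMSO wells and 100% = 10 µM SAHA wells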
rCAG binder – molecules binding r(CAG) RNA repeats. r(CAG) RNA repeat, TO-PRO-1 dye displacement fluorescence. 370,000 tested, 1.3% active. inhibition, % at 3 µM. AID 651821;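 active = inhibition above the plate cutoff, the mean of all test compounds on that plate plus 3 SD, cut at about 35% in these data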;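 note: 0% = DMSO alone and 100% = 100 µM mitoxantrone as full dye displacement; higher means more dye released from RNA so lower well fluorescence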
* hit, by the source's call; · = no result given.

Molecule	ASAP1 inh	KLK7 zymogen act	NPR2 activator	sPLA2-III inh	ARFGAP1 inhibitor	Tn6 DDE FP	ADAM10 inh	GC-A act	GAA850 FXN act	rCAG binder
COc1cc(C(=O)N/N=C(\C)Cn2nc([N+](=O)[O-])cc2C)ccc1O	-3	-0.8	4	1	15	-2	14	3	2.8	2
CCCCC(O)(c1ccc(OC)cc1)C(CN1CCOCC1)c1ccccc1 (stereo not drawn)	3	0.1	-17	-7	5	-1	4	-57	-1.6	-9
COc1ccc(CCNC(=O)C2(c3ccccc3)CC2)cc1	6	-0.2	-1	5	9	5	-9	-5	2.0	-10
COc1ccc(C(=O)OCc2ccccc2C#N)cc1S(=O)(=O)N1CCOCC1	-10	0.5	7	3	-1	10	-14	1	1.7	2
Cc1cc(=O)[nH]c(SCC(=O)Nc2nonc2C)n1	-1	-0.1	5	0	-9	1	-2	1	0.8	-2
CC(=O)c1ccc(NC(=O)CC2S/C(=N/N=C3CCCCCC3)NC2=O)cc1 (stereo not drawn)	1	0.0	-5	-19	-5	-3	-1	2	0.0	15
CC(=O)c1ccccc1NC(=O)CSc1n[nH]c(=O)n1C1CC1	-5	0.2	-2	6	11	-4	-25	-1	0.2	0
C[C@H](NC(=O)C1CCN(S(=O)(=O)c2ccccc2)CC1)C(=O)NCc1ccc(Cl)cc1Cl	-8	0.4	-4	-17	13	4	-3	-1	-0.6	1
O=C(C[n+]1cc(-c2ccc(Cl)cc2)n2c1CCC2)Nc1nc(-c2ccc(F)cc2)cs1	-3	-0.1	10	2	8	-15	5	-1	0.6	4
Cc1oc(-c2ccc(Cl)cc2)nc1CN1CCCC(C(=O)NCc2ccco2)C1 (stereo not drawn)	7	0.1	-6	-6	-4	8	2	-9	4.0	-10
CC(=O)Oc1ccc(-c2ccc(C(=O)Nc3cccc(S(=O)(=O)N4CCOCC4)c3)cc2)cc1	6	0.4	-1	-23	9	0	7	4	-0.5	12
C=CCn1c(NC(=O)c2ccc(C)cc2)nc2ccccc21	11	-0.5	-1	-2	10	2	-4	-2	3.5	-1
COc1ccc(-n2c(SCC(=O)NN=Cc3c(O)ccc4ccccc34)nnc2-c2ccc(C(C)(C)C)cc2)cc1	·	-0.5	4	7	·	-3	-6	0	·	17
CCCOC(=O)/C(C(N)=NCc1ccccc1)=C(\O)OCCC	11	-0.3	1	-9	10	3	10	-7	-0.6	-5
COc1cccc(C2=CC(=O)CC(C)(C)C2)c1OC	1	-0.4	-4	7	-3	0	-21	1	2.0	-2

(continued)
Molecule	ASAP1 inh	KLK7 zymogen act	NPR2 activator	sPLA2-III inh	ARFGAP1 inhibitor	Tn6 DDE FP	ADAM10 inh	GC-A act	GAA850 FXN act	rCAG binder
COc1ccc(CCNC(=O)COc2ccc(-c3ccc(C#N)cc3)cc2)cc1	2	0.1	-5	-2	-1	8	1	0	1.5	-2
CSCC(=O)NC1CCCc2c1cnn2-c1cc(F)cc(F)c1 (stereo not drawn)	12	-0.5	2	6	5	6	4	0	1.3	0
CC(C)(C)c1ccc(OCCC(=O)NC2=NCCS2)cc1	0	1.0	0	-4	-16	3	2	-1	1.7	-2
CSc1ncc(C(=O)Nc2cccc(Cl)c2)c(C)n1	1	0.3	1	-7	3	-3	-15	0	-0.2	3
Cc1cccc(OCC(=O)N2CCCc3ccccc32)c1	0	0.2	0	-6	-18	-2	-1	1	-2.0	-4
COc1ccc(N=CC2=C(O)CC(C)(C)CC2=O)cc1OC	-10	-0.8	4	-2	-9	2	-8	2	0.6	-2
O=C(C=Cc1ccccc1)c1cc(Br)ccc1O	1	-0.2	-6	-19	-6	1	-7	-14	3.4	1
CCCCOc1ccc(/C=C/C(=O)OCC(=O)NC(=O)NCC(C)C)cc1OCC	2	0.2	4	4	4	-4	-6	-2	1.5	2
COC(=O)c1cc(Br)ccc1-c1ccc(/C=N/n2nnnc2N)o1	0	0.5	-9	4	8	8	-19	-10	5.1	2
CSc1nnc(-c2sc(-c3ccccc3)nc2C)n1C	-10	4.2	0	7	-7	4	-337	5	0.8	-4
Cc1ccccc1C(=O)Nc1ccc(S(=O)(=O)N2CC(C)OC(C)C2)cc1 (stereo not drawn)	-2	0.0	1	0	2	-3	5	-1	0.5	-4
COc1cc(/C=N/NC(=O)CC(=O)NC2CCCCC2)ccc1O	-1	-6.0	-4	-4	5	2	-18	-1	1.1	1
O=[N+]([O-])c1ccc(-c2cc(-c3ccc(Cl)cc3)n[nH]2)cc1	3	-0.5	-3	0	-24	2	2	1	1.0	4
CC(C)(C)N=C1NN=C(c2ccc(S(=O)(=O)N3CCCCC3)cc2)CS1	-13	-2.6	-1	-16	-2	4	-398	3	0.9	15
CSC1=NC(C)N2C(SC)=NC(C)N12 (stereo not drawn)	13	0.2	4	0	5	-2	7	-5	-0.4	1

Compound profiles (already shown). Order of values: ASAP1 inh	KLK7 zymogen act	NPR2 activator	sPLA2-III inh	ARFGAP1 inhibitor	Tn6 DDE FP	ADAM10 inh	GC-A act	GAA850 FXN act	rCAG binder
Entry for `COC(=O)c1cc(Br)ccc1-c1ccc(/C=N/n2nnnc2N)o1` : 0	0.5	-9	4	8	8	-19	-10	5.1	2
Entry for `CCCCOc1ccc(/C=C/C(=O)OCC(=O)NC(=O)NCC(C)C)cc1OCC` : 2	0.2	4	4	4	-4	-6	-2	1.5	2
Entry for `COc1cc(/C=N/NC(=O)CC(=O)NC2CCCCC2)ccc1O` : -1	-6.0	-4	-4	5	2	-18	-1	1.1	1

The results go on.
Molecule	ASAP1 inh	KLK7 zymogen act	NPR2 activator	sPLA2-III inh	ARFGAP1 inhibitor	Tn6 DDE FP	ADAM10 inh	GC-A act	GAA850 FXN act	rCAG binder
COc1ccc(CNC(=O)C2CCN(S(=O)(=O)N3CC(C)CC(C)C3)CC2)cc1 (stereo not drawn)	5	-0.4	2	8	3	0	-14	0	0.8	-9
CCCc1cc(=O)[nH]c(SCC(=O)N(CC)c2c(N)n(Cc3ccccc3)c(=O)[nH]c2=O)n1	8	0.3	-3	0	11	4	4	0	0.8	-5
COc1ccc(N/C=C/C(=O)c2ccc(Oc3ncccn3)cc2)cc1	-14	2.6	-9	-16	1	1	0	3	-0.5	3
CC(=O)Nc1cccc(OCC(=O)/C=C2\N(C)c3ccccc3C2(C)C)c1	4	0.2	4	5	9	-4	-88	-1	2.7	-5
Cc1nnc(NC(=O)CSc2nnc3c(n2)[nH]c2ccc(Br)cc23)s1	-1	-0.2	-1	2	-3	6	-3	0	2.6	4
Cc1nc2cc(NC(=O)c3ccc(Br)s3)ccc2s1	15	0.2	5	1	8	0	0	4	1.4	13
COc1ccccc1N(Cc1ccccc1)S(=O)(=O)c1cccc(C(=O)Nc2ncccc2C)c1	-12	0.5	-3	-5	3	8	12	0	-2.7	2
Cc1cc(NC(=O)CN2CCN(c3ccc(O)cc3)CC2)no1	3	0.3	4	2	-6	6	-10	0	-1.7	5
CCC(=O)NCCc1nc2cc(NC(=O)c3ccco3)ccc2n1C	-11	0.1	-5	2	-6	0	3	4	4.4	1
COc1ccc(C(=O)c2ccc([N+](=O)[O-])cc2)cc1S(=O)(=O)N1CCC(C(=O)O)CC1	2	0.2	-1	2	6	-2	-2	1	1.2	5
O=C(C(=O)N1CCC(CNC(=O)c2ccccc2F)CC1)c1cc2ccccc2o1	-2	0.4	-4	2	9	-3	2	-2	·	2
CCCn1c(N2CCN(CC(=O)Nc3ccc4c(c3)OCCO4)CC2)nc2ccccc21	-3	0.1	-4	-11	-9	-2	-3	0	-1.4	-9
O=C1OC(c2cccs2)=N/C1=C\c1ccc(-c2cccc(Cl)c2)o1	-2	0.9	2	-20	-14	3	-3	-20	-0.7	49*
CC(C)c1ccc(NC(=O)CN2CCN(c3ccccn3)CC2)cc1	11	-0.4	-8	7	8	3	-3	-10	2.2	-10
Nc1nc(SCC(=O)c2ccc(Br)s2)n[nH]1	10	0.2	-3	-6	-2	-11	-2	3	1.6	2

Next section
Molecule	ASAP1 inh	KLK7 zymogen act	NPR2 activator	sPLA2-III inh	ARFGAP1 inhibitor	Tn6 DDE FP	ADAM10 inh	GC-A act	GAA850 FXN act	rCAG binder
CCOC(=O)c1c(OCCO)noc1N	10	0.0	2	6	-1	0	5	4	2.1	-3
COc1ccc(C(C(=O)N(C)C2CCCC2)N(Cc2ccc(F)cc2)C(=O)c2csc(N3CCOCC3)n2)cc1OC (stereo not drawn)	·	0.6	-12	7	·	0	-7	-11	·	-2
CCOc1ccc(CN2CCC(C(=O)N3CCN(c4ccccc4F)CC3)CC2)cc1OC	6	-0.1	-1	-7	6	-5	-4	2	-0.1	0
O=C1c2cccnc2C(=O)N1Cc1ccco1	-1	0.2	0	8	7	-8	0	0	0.8	-2
O=C(O)c1ccc(NS(=O)(=O)c2ccc(Cl)c(Cl)c2)cc1O	-5	0.4	3	-9	-10	9	-4	0	-0.4	5
C=CCN(CC=C)S(=O)(=O)c1ccc(C(=O)Nc2nc3c(s2)CCc2ccccc2-3)cc1	7	1.5	8	4	4	1	5	-2	1.6	5
CC(=O)OCCN1CCN(C(=O)CN2C(=O)NC(c3ccccc3)(c3ccccc3)C2=O)CC1	8	-0.2	-1	4	-2	-2	-2	0	0.9	-7
CC(C)CCNC(=O)c1cccnc1Sc1ccccc1	-2	-1.0	1	2	6	4	2	3	3.0	-2
CCCCn1c(SCC(=O)NCc2ccccc2)nc2ccc(N3CCOCC3)cc2c1=O	-4	-0.2	-5	2	9	-3	-180	3	0.3	4
COc1ccc(C)cc1NC(=O)COC(=O)c1ccc(OCc2ccc(Cl)cc2Cl)c(OC)c1	1	-0.8	6	1	-7	0	4	-1	1.0	1
CC1CCCCC1NC(=O)c1cc2c(s1)CS(=O)(=O)C2 (stereo not drawn)	-8	0.0	0	4	15	2	7	-3	-1.8	4
Nc1nnc(SCC(=O)Nc2ccc(N3CCOCC3)cc2)s1	-5	0.1	0	5	-9	-5	4	-1	1.9	4
O=C(CCc1nnc(Cc2c[nH]c3ccccc23)o1)NCCC1CCCCO1 (stereo not drawn)	3	-0.3	-3	-14	3	5	4	5	1.7	1
Cc1cccc2cc(CN(CCN3CCOCC3)C(=O)NCc3ccccc3)c(=O)[nH]c12	-2	-0.5	0	1	1	3	-11	1	-1.4	-1
CCC1CCc2sc(C(=O)O)cc2C1 (stereo not drawn)	1	-0.1	-6	5	-1	11	3	1	0.1	5

The listing continues:
Molecule	ASAP1 inh	KLK7 zymogen act	NPR2 activator	sPLA2-III inh	ARFGAP1 inhibitor	Tn6 DDE FP	ADAM10 inh	GC-A act	GAA850 FXN act	rCAG binder
O=C(c1cc2ccccc2c(=O)o1)N1CCCC1	-9	-0.2	-5	0	2	-10	-5	0	·	0
CCOc1ccc2nc3ccc4[nH]onc4c3c2c1	-2	-24	-5	-29	3	3	-206	10	3.7	18
CCOP(=O)(OCC)c1ccc2ccc3ccccc3c(=O)c2c1	3	0.0	1	-5	-2	8	-62	6	2.9	-10
CCC(C)Nc1nc(N)c([N+](=O)[O-])c(Nc2cc(OC)ccc2OC)n1 (stereo not drawn)	14	-0.2	17	0	12	2	3	13	2.6	14
CC1(C)CC(=O)C2=C(C1)OC(N)=C(C#N)C2C#Cc1ccccc1 (stereo not drawn)	7	-0.9	-3	1	5	1	-14	-8	0.3	7
C[C@@H]1CN([C@H](C)CO)C(=O)CCCn2nncc2CO[C@H]1CN(C)S(=O)(=O)c1ccc(Oc2ccccc2)nc1	-3	0.2	4	-5	13	8	-10	1	3.3	4
